Myeloid diff MLP: compounds promoting myeloid differentiation. ER-HoxA9 myeloid progenitors, lysozyme-GFP differentiation, flow cytometry. calls only at 10 µM. 360,000 tested, 1% active. AID 624256;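 active = normalized GFP-positive differentiation at or above the plate's own cutoff, the solvent-only control mean plus 3 SD; inconclusive = no clear call, values can overlap the other calls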;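 note: cells exposed to compound for four days before flow analysis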
MgcRacGAP inhibition: MgcRacGAP GTPase-activating activity inhibitors, confirmation, biochemical, ADP Hunter fluorescence; MgcRacGAP-stimulated Rac1 GTP hydrolysis, ADP Hunter fluorescence; higher % means a stronger effect; GST-tagged Rac1 F28L mutant substrate; one-dose inhibition, % at 30 µM; IC50 in µM for titrated hits; 340,000 tested, 0.6% active; AID 624330;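 active = first-screen hits whose inhibition reached a set limit at any dose in the follow-up dose series; inconclusive = inhibition above the set first-screen limit but never retested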;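 note: fluorescence reports GDP produced by GAP-driven GTP hydrolysis; strong numbers were not always called active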
Myeloid diff MLP GFP+ MAC1+ %: further read-out of Myeloid diff MLP, marked with its call; GFP+ MAC1+ double positive, %; measured here: differentiation confirmed by MAC1 staining
The depositor's hits bear a star; i = inactive; ? = inconclusive; . = no result given; + = active, no number. These rows are one share of the data. The share of hits here may be higher or lower than overall.

molecule,Myeloid diff MLP,Myeloid diff MLP GFP+ MAC1+ %,MgcRacGAP inhibition
COCCCN1C(=O)C(CC(=O)NCc2cccc3ccccc23)CC(C(=O)N(C)C)=C1C (stereo unspecified),i,1.0,6%
COc1ccc(CN(C(C)=O)c2cc(C)c([N+](=O)[O-])cc2OC)cc1OC,i,0.8,6%
CN(C)c1ccc(C=c2c3ccccc3n3c2cc(-c2ccccc2)[n+]3C)cc1,?,.,?
CCCOc1ccc(C(F)(F)F)cc1NS(=O)(=O)c1ccc(Cl)nc1,i,0.7,1%
O=C1CCCCC1Nc1ccc([N+](=O)[O-])cc1 (stereo unspecified),i,1.0,2%
CC1C(=O)N(Cc2cn(CC3CCCCC3)nn2)CCS(=O)(=O)N1Cc1ccc(-c2ccc(Cl)cc2)cc1 (stereo unspecified),i,0.8,7%
CCCOc1ccc(/C=C/C(=O)N2CCN(C(=O)c3ccco3)CC2)cc1OC,i,1.3,4%
Cc1ccc([C@@H]2C[C@H]3[C@@H](CN2S(=O)(=O)c2ccc(C)cc2)C(=O)C[C@@H](c2ccc(Cl)cc2)N3S(=O)(=O)c2ccc(C)cc2)cc1,i,0.3,7%
O=C(CN1CCN(Cc2cccc(C(F)(F)F)c2)CC1)NCC(=O)Nc1ccc(F)c(F)c1F,i,1.1,4%
O=C(COC(=O)Cc1ccc(Cl)cc1Cl)NCc1ccccc1,i,0.3,1%
CCCCN1CC(=O)N2[C@@H]3c4cc(Br)ccc4OC[C@@H]3[C@H](C(=O)OCC)[C@]2(C)C1=O,i,0.3,4%
CC1(c2ccccc2)NC(=O)N(CC(=O)NCCN2C(=O)S/C(=C\c3cccnc3)C2=O)C1=O (stereo unspecified),i,0.3,9%

New compounds follow:
molecule,Myeloid diff MLP,Myeloid diff MLP GFP+ MAC1+ %,MgcRacGAP inhibition
O=C(CNc1ccc(Br)cc1)NC(=O)NC1CCCCC1,i,1.1,1%
CCOc1ccccc1C(=O)NCC(=O)N(C)CC(=O)Nc1ccc(N2CCOCC2)cc1,i,1.5,9%
Cc1noc(C)c1COc1ccccc1C(=O)N1CCN(S(=O)(=O)c2ccccc2Br)CC1,i,0.7,3%
O=C(O)C1C2CCC1C(O)C2 (stereo unspecified),i,0.9,2%
CNC(=O)C[C@H]1C(=O)N(c2ccc(OC)cc2)C[C@@H]1Cc1ccccc1,i,0.6,3%
CCN(CC)C(=O)C1=C(C)N(Cc2ccc(F)cc2)C(=O)C(CC(=O)NCCN2CCOCC2)C1 (stereo unspecified),i,0.2,7%
O=C(O)[C@H]1CC=C[C@H]2CCN(Cc3ccc(Cl)c(Cl)c3)C(=O)[C@@H]12,i,1.2,6%
CSc1ncnc2c1ncn2CCCNCc1ccccn1,i,1.5,16%
COC(=O)[C@@]1(Cc2ccccc2)[C@H]2C(=O)N(C)C(=O)[C@H]2[C@H]2CN=C(SCc3ccc(C)cc3)N21,i,0.8,12%
O=C(O)c1ccc(S(=O)(=O)c2ccccc2)s1,i,1.5,5%
Cn1c(=O)c2c(nc(OC3CCCCCC3)n2C)n(C)c1=O,i,0.9,-2%
c1ccc(N=NN2CCOCC2)cc1,i,2.4,12%

Next part:
molecule,Myeloid diff MLP,Myeloid diff MLP GFP+ MAC1+ %,MgcRacGAP inhibition
O=C(C[C@H]1C[C@H](C(=O)N2CCOCC2)[C@@]2(CCC3CCCC3)c3[nH]c4cc(-c5ccco5)ccc4c3CCN2C1=O)NCC12CC3CC(CC(C3)C1)C2,i,0.5,9%
CN(C)S(=O)(=O)c1cccc(NC(=S)NC(=O)c2ccco2)c1,i,1.0,4%
CC(C)C[C@H](NC(=O)OCC1c2ccccc2-c2ccccc21)C(=O)O,i,2.3,5%
COc1ccc(C(=O)N/N=C/c2ccccn2)cc1,i,0.6,2%
CCN(c1ccccc1)S(=O)(=O)c1cc(C(=O)NCC(c2ccc(OC)cc2)N(C)C)ccc1C (stereo unspecified),i,0.4,6%
O=C1NC(=S)SC1=Cc1cccs1,i,0.5,16%
O=C(OCc1nnc(-c2ccc([N+](=O)[O-])cc2)o1)c1ccc(F)c(S(=O)(=O)N2CCOCC2)c1,i,1.2,2%
O=C(O)c1cc(N2CCCC2)ccn1,i,0.9,-7%
C[C@@H]1CCCCO[C@@H](CN(C)C(=O)C2CCCCC2)[C@@H](C)CN([C@H](C)CO)C(=O)c2cc(NC(=O)NC3CCCCC3)ccc2O1,i,1.1,0%
CC1=CC(=O)Nc2ncccc2O1,i,1.3,8%
CN1CCC(N(C)C(=O)/C(C#N)=C\c2ccc(OC(F)F)cc2)CC1,i,1.4,7%
CCOC(=O)C1=CN(Cc2cccc(I)c2)S(=O)(=O)N(C)C1C (stereo unspecified),i,1.4,11%

Next section:
molecule,Myeloid diff MLP,Myeloid diff MLP GFP+ MAC1+ %,MgcRacGAP inhibition
CC(C)(C)c1ccc(OCCCC(=O)Nc2cccc(S(=O)(=O)N3CCOCC3)c2)cc1,i,1.5,5%
CCC1NC(=O)c2cc3ccccc3cc2-n2c1nc1cc(C)cc(C)c1c2=O (stereo unspecified),i,0.3,-10%
CC1(C)CC(=O)C=C(c2ccccc2-c2ccc3cc[nH]c3c2)C1=O,i,0.7,16%
CCN(CC)CCNC(=O)C(Cl)=C1C(Cl)=C(Cl)C(Cl)=C1Cl,i,0.4,2%
COc1ccc(C=NNC(=O)CCCC(=O)NN=Cc2ccc(OC)c(O)c2)cc1O,i,1.1,23%
Cn1c(=O)oc2cc(S(=O)(=O)Nc3ccc(C(=O)O)cc3)ccc21,i,0.4,9%
C[C@H](CO)N1C[C@H](C)[C@H](CN(C)S(=O)(=O)c2ccccc2)OCc2cnnn2CCCC1=O,i,1.4,16%
CO[C@H]1CC[C@@]2(C)[C@@H](CC[C@@H]3[C@@H]2CC[C@@]2(C)[C@H]3C[C@H](C(=O)O)O[C@]23CCCO3)C1,i,0.7,12%
CCN1CCN(S(=O)(=O)c2ccc(Cl)c(C(=O)N(CCc3ccccc3)Cc3ccccc3)c2)CC1,+,0.3*,1%
CN(C(=O)c1cccc(NC(=O)Cc2ccc(NC(=O)C3CCCN(C(=O)C4CCCCC4)C3)cc2)c1)C1CC1 (stereo unspecified),i,0.6,8%
CC1=C(C(=O)N2CCOCC2)CC(CC(=O)NC(c2ccccc2)c2ccccc2)C(=O)N1CCCN1CCCC1=O (stereo unspecified),i,0.4,9%
CCCCN1C(=O)C(CC(=O)NCc2cccs2)CC(C(=O)N(C(C)C)C(C)C)=C1C (stereo unspecified),i,0.3,7%

Overlap with the part before: 5 compounds, followed by the next part.
canonical_smiles | Myeloid diff MLP | Myeloid diff MLP GFP+ MAC1+ % | MgcRacGAP inhibition
CO[C@H]1CC[C@@]2(C)[C@@H](CC[C@@H]3[C@@H]2CC[C@@]2(C)[C@H]3C[C@H](C(=O)O)O[C@]23CCCO3)C1 | i | 0.7 | 12%
CCN1CCN(S(=O)(=O)c2ccc(Cl)c(C(=O)N(CCc3ccccc3)Cc3ccccc3)c2)CC1 | + | 0.3* | 1%
CN(C(=O)c1cccc(NC(=O)Cc2ccc(NC(=O)C3CCCN(C(=O)C4CCCCC4)C3)cc2)c1)C1CC1 (stereo unspecified) | i | 0.6 | 8%
CC1=C(C(=O)N2CCOCC2)CC(CC(=O)NC(c2ccccc2)c2ccccc2)C(=O)N1CCCN1CCCC1=O (stereo unspecified) | i | 0.4 | 9%
CCCCN1C(=O)C(CC(=O)NCc2cccs2)CC(C(=O)N(C(C)C)C(C)C)=C1C (stereo unspecified) | i | 0.3 | 7%
COc1ccccc1NC(=O)c1ccc(NC(=O)C2CC2)cc1 | i | 0.7 | 6%
Cn1c2nc3ccccc3c-2nc2ccccc21 | i | 1.0 | 10%
Cc1ccc(C(=O)NC(Cc2cccc(C(F)(F)F)c2)C(=O)O)cc1 (stereo unspecified) | i | 3.8 | 9%
C[C@@H]1CCCCO[C@H](CN(C)S(=O)(=O)c2ccccc2)[C@@H](C)CN([C@H](C)CO)C(=O)c2cc(NC(=O)Cc3ccccc3)ccc2O1 | i | 0.8 | 17%
NC(=S)c1ccc(OCCCc2ccccc2)cc1 | i | 1.3 | 9%
CCn1nnnc1SCC(=O)N1N=C(c2cccs2)CC1c1cccs1 (stereo unspecified) | i | 0.5 | 3%
O=C(NCCCN1CCCC1=O)C(=O)NCC1OCCCN1S(=O)(=O)c1ccccc1 (stereo unspecified) | i | 1.0 | 11%
CC1(C)NC(=O)N(CC(=O)Nc2ccc(-c3ccccc3)cc2)C1=O | i | 0.8 | 13%
Cc1ccc(C2(C)NC(=O)N(CC(=O)NC3CCCCC3)C2=O)cc1 (stereo unspecified) | i | 0.5 | 1%
CC(=NNc1ccc([N+](=O)[O-])cn1)c1ccc(N)cc1 | i | 0.8 | 26%
Cc1ccc(NC(=O)CN(C)C(=O)CSc2nc3ccccc3c(=O)n2CCO)cc1 | i | 0.3 | 3%
CC1(C)CC(=O)C=C(c2ccc(-c3ccc(OC(F)(F)F)cc3)cc2)C1=O | i | 1.0 | 17%
COc1ccc(S(=O)(=O)N2CCN(C(=O)CCCN3C(=O)NC4(CCCC4)C3=O)CC2)cc1 | i | 0.8 | 6%
NC(=O)c1ncn([C@@H]2O[C@H](CNCc3ccc(OCC(=O)Nc4nccs4)cc3)[C@@H](O)[C@H]2O)n1 | i | 0.8 | -9%
O=C(Cn1cnc2c(NCc3ccccc3)ncnc21)NCCN1CCOCC1 | i | 0.8 | 5%
CC(=O)OC1CCC2(C)C(=CCC3C2CCC2(C)C3CC3ON=C(C)C32)C1 (stereo unspecified) | i | 0.8 | 0%
C[C@H](CO)N1C[C@H](C)[C@@H](CN(C)S(=O)(=O)c2cccs2)OCc2cnnn2CCCC1=O | i | 1.3 | 14%
COc1ccc2c(c1)C(=O)C1NC(=O)NC(=O)C1(Br)N2 (stereo unspecified) | i | 0.8 | -7%
O=S(=O)(CS(=O)(=O)Oc1ccccc1)Oc1ccccc1 | i | 1.4 | 3%
Oc1cccc2oc(=S)[nH]c12 | i | 0.7 | 16%
Cc1cc(=O)n(Cc2ccco2)c(=S)[nH]1 | i | 1.1 | 7%
C[C@@H]1CCCCO[C@H](CN(C)Cc2ccc(C(F)(F)F)cc2)[C@@H](C)CN([C@H](C)CO)C(=O)c2cc(NS(=O)(=O)c3cn(C)cn3)ccc2O1 | i | 1.1 | 14%
COC(=O)[C@H](Cc1ccc(O)cc1)NC(=O)Cn1cnc2c(NCc3ccccc3)ncnc21 | i | 0.4 | 10%
CCCCN(C(=O)CC1CCCC1)c1c(N)n(Cc2ccccc2)c(=O)[nH]c1=O | i | 1.3 | 11%
O=C1OCCN1C(=O)[C@H]1[C@H](c2ccc([N+](=O)[O-])cc2)C(c2ccc(F)cc2)=NN1c1ccc(Br)cc1 | i | 0.9 | 5%

Later entries:
canonical_smiles | Myeloid diff MLP | Myeloid diff MLP GFP+ MAC1+ % | MgcRacGAP inhibition
Cc1nc(N)sc1-c1csc(Nc2cc(N(C)C)ccc2Cl)n1 | i | 0.9 | 14%
Cc1ccc(C(=O)Nc2ncccc2C)o1 | i | 0.4 | 5%
COc1cc2oc(=O)cc(-c3ccc(-c4ccc(F)c(Cl)c4)cc3)c2c(OC)c1OC | i | 2.1 | 7%
Nc1ccc2ccccc2c1[N+](=O)[O-] | i | 0.2 | -1%
CCOc1ccc(S(=O)(=O)N2CCCCC2)cc1NC(=O)Cc1ccc(OC)cc1 | i | 0.7 | 6%
CCN(CC)S(=O)(=O)c1ccc(=O)n(CC(=O)N2Cc3ccccc3CC2C(N)=O)c1 (stereo unspecified) | i | 0.8 | -6%
CCc1cccc(OCCOC(=O)CNS(=O)(=O)c2ccc(NC(C)=O)cc2)c1 | i | 1.0 | 13%
CC(NC(=O)CN1C(=O)NC(C)(C2CC2)C1=O)c1ccc(F)cc1 (stereo unspecified) | i | 0.4 | 4%
C[C@H](O)C#Cc1cnc2c(c1)C(=O)N([C@H](C)CO)C[C@@H](C)[C@H](CN(C)C(=O)Nc1ccc(C(F)(F)F)cc1)O2 | i | 2.5 | 10%
COc1ccc(C2(C)C(C#N)C(=O)NC(=O)C2C#N)cc1 (stereo unspecified) | i | 0.3 | -9%
COc1cccc(/C=C/C(=O)Nc2cc(S(=O)(=O)N3CCOCC3)ccc2OC)c1 | i | 0.5 | 0%
CN[C@H]1C[C@H]2c3cc(N4CCN(C)CC4)ccc3CCN2C(=O)[C@H]1[C@H](C)O | i | 2.0 | 0%
O=C(Cc1cccc(NC(=O)C2CCN(C(=O)C3CCCCC3)CC2)c1)Nc1cccc(C(=O)N2CCOCC2)c1 | i | 0.4 | 4%
C[C@@H]1CN([C@@H](C)CO)C(=O)CCCn2cc(nn2)CO[C@H]1CN(C)S(=O)(=O)c1ccc2c(c1)OCCCO2 | i | 0.8 | 7%
COCC(=O)N1C[C@H]2CON(C)[C@H]2C[C@H]1c1cccc(-c2ccc(C#N)cc2)c1 | i | 0.2 | 1%
Cc1ccccc1NC(=O)CN1C(=O)NC2(CCCCCCC2)C1=O | i | 0.5 | -3%
Cc1cn([C@H]2C[C@H](O)[C@@H](CNCc3cc(Cl)ccc3OCc3ccc(Cl)cc3)O2)c(=O)[nH]c1=O | i | 0.5 | 15%
FC(F)(F)c1ccc(-c2cccc3c2C2CC3CCN2Cc2ccccc2)cc1 (stereo unspecified) | i | 4.5 | -1%
Nc1ncnc2c1ncn2[C@@H]1O[C@H](CNCC(O)CO)[C@@H](O)[C@H]1O (stereo partly specified) | i | 0.5 | 11%
COc1cccc(NC(=O)CN(C)C(=O)c2ccc(Cl)c(S(=O)(=O)N3CCCCCC3)c2)c1 | i | 0.9 | 7%
COC(=O)[C@H]1C[C@@]2(O)CN(S(=O)(=O)c3ccc(C)cc3)C[C@@]2(OC(=O)NC2CC2)C[C@H]1C(=O)OC | i | 1.8 | 9%

Screening results from PubChem BioAssay.
